Yeast life ext = extends the lifespan of yeast. S. cerevisiae growth with nicotinamide, OD615; deaD strain in restrictive glucose medium. hit rate 0.68% among 130,000. inhibition of the nicotinamide effect, % at 10 µM;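 active means inhibition above a set limit, placed 3 SD over the median of all compounds, cut at about 26% in these data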;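 further: 0% = nicotinamide-treated wells and 100% = cells grown without nicotinamide; some compounds called inactive have numbers as strong as hits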
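assay system = DeaD-strain S. cerevisiae | buffer or medium = restrictive glucose medium | reagent = 1.5 mM nicotinamide | compound = 10 µM single point, 0.25% DMSO | incubation = 48 h compound exposure at 30 °C, humidified | signal = OD615 measurement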
NPY-Y2 antag = blocks the human neuropeptide Y Y2 receptor | P49146 | NPY-Y2 expressing cells, antagonist mode | inhibition, % at 2.7 µM | hit rate 0.99% among 140,000 | AID 793; in the data active means inhibition above about 17%;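 further: 0% = vehicle with agonist challenge and 100% = reference antagonist with challenge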
Target sequence (P49146 whole entry, looked up): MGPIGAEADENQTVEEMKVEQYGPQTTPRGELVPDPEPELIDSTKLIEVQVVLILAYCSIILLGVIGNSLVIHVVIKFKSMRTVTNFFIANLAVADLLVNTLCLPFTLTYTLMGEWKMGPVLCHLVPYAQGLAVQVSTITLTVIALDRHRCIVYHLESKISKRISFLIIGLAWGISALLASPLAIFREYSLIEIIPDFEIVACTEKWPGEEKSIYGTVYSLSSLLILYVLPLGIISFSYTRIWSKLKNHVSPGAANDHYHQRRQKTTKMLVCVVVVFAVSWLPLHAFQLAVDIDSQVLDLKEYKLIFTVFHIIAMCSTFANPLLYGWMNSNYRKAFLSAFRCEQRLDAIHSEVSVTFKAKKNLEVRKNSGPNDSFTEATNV
GALR2 antag = antagonists of human galanin receptor 2 (GALR2). O43603. GALR2-expressing cells, antagonist mode. inhibition, % at 4 µM. hit rate 0.39% among 140,000; in the data active means inhibition above about 27%;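 further: cells stimulated with galanin 1-16 at roughly its EC80; 0% = agonist challenge control and 100% = basal control without agonist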
Target sequence (O43603 whole entry, looked up): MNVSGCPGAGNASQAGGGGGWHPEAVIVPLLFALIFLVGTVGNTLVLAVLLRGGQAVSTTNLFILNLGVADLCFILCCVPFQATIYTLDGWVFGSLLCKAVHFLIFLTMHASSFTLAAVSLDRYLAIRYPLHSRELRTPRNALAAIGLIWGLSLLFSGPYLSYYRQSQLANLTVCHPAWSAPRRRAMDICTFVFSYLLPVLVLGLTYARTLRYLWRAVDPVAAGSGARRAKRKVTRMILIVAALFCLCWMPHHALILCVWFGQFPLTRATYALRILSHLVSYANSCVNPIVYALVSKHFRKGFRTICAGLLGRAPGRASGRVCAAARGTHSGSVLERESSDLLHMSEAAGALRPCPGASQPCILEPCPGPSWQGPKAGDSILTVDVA
Measles CPE = protection of cells from measles virus. hit rate 1.5% among 140,000. protection (pct of control), % at 4 µM. Measles virus-infected cells, CPE protection, absorbance. AID 841; in the data active means protection mostly above about 24%, no sharp cut-off; inactive means mostly below about 26%; further: some compounds called inactive have numbers as strong as hits
Phagocytosis inh = blocks phagocytosis by macrophages; hit rate 0.07% among 110,000; inhibition, % at 5 µM; J774A.1 macrophage IgG-bead phagocytosis, imaging;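 active means inhibition above the mean of the plate negative controls plus 5 SD, cut at about 13% in these data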;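 further: phagocytic index as fraction of beads internalized from green versus red external bead signal; plate controls were DMSO negative control for no effect and cytochalasin-D positive control for full effect; some results beyond the cut were filed as inactive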
bCat KO growth = beta-catenin-lacking colon tumor cell growth suppression; HCT116 beta-catenin knockout viability, CellTiter-Glo, 60 h; hits give low values; hit rate 1.5% among 140,000; AID 818; viability, % at 10 µM;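 active means viability at or under a set limit, the compound median less 4 SD, cut at about 6% in these data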;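 further: 0% = Hyamine 1622 control at 20 µM and 100% = untreated cell control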
BB579 growth dn = reduces growth of yeast BB579 in restrictive medium | hit rate 0.51% among 140,000 | AID 804 | S. cerevisiae BB579 growth, OD615, 48 h | inhibition, % at 10 µM;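 active means inhibition above a set limit, 3 SD over the mean compound inhibition, cut at about 44% in these data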; further: inactives centre near -24
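System: DeaD yeast strain BB579; buffer or medium: CSMM-D dextrose restrictive medium; technique: OD at 615 nm; schedule: 4 h cell preincubation, 48 h compound exposure, 30 °C humidified; doses: single 10 µM dose; controls: amphotericin B 10 µg/mL, positive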
MRP1 act = MRP-1 activation. H69AR cells + doxorubicin, viability rescue, CellTiter-Glo. viability increase, % at 10 µM. hit rate 0.61% among 140,000;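 active means viability gain under doxorubicin at or above a set limit, the compound median plus 3 SD, cut at about 4.7% in these data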;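 further: MRP-1 overexpressing cells given doxorubicin 25 µM after compound pretreatment; 18-22 h compound pretreatment then 72 h with doxorubicin before readout; 0% = doxorubicin-only wells and 100% = vehicle-treated cells without doxorubicin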
E-sel TNF inh = TNF alpha driven E-selectin expression inhibition. inhibition, % at 2 µM. HUVEC TNFa-induced E-selectin immunofluorescence, high content. hit rate 0.71% among 120,000. AID 1246;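 active means inhibition above the batch mean plus 3 SD, and confirmed as a hit on visual image review, cut at about 43% in these data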;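 further: 0% = TNF-stimulated DMSO wells and 100% = unstimulated control wells; not every result past the cut was called active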
HCT116 PTEN-null = growth suppressors of cells with PTEN tumor suppressor deletion; HCT116 PTEN-null viability, CellTiter-Glo, 60 h; hits give low values; viability, % at 10 µM; hit rate 1.2% among 140,000;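 active means viability at or below a set limit, 4 SD under the median of all tested compounds, cut at about 3.7% in these data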;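 further: PTEN knockout HCT116 line with beta catenin targeted HCT116 as companion control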
* = called active by the depositor; / = no result given. An unsorted share of the library. Share with any hit: about 6.1%.

SMILES	Yeast life ext	NPY-Y2 antag	GALR2 antag	Measles CPE	Phagocytosis inh	bCat KO growth	BB579 growth dn	MRP1 act	E-sel TNF inh	HCT116 PTEN-null
Cc1ccc(C23CC4CC(CC(CC(=O)N5CCOCC5)(C4)C2)C3)cc1	/	4	-19	4	/	74	-20	-4.4	4	75
COC(=O)c1cc2n(n1)CCN(Cc1ccccc1Cl)C2=O	-16	1	-16	5	-2	108	-16	-0.5	-10	109
N#Cc1nc(-c2ccc(F)cc2)oc1NCc1ccccc1	-9	5	-3	10	0	84	-6	-0.1	/	88
COC(=O)c1ccc(-n2nc(C(F)(F)F)c3c2-c2ccoc2CC3)cc1	/	6	7	5	/	96	-70	2.8	-4	91
CCOC(=O)c1cc(C(=O)Nc2ccc(C)c(F)c2)nn1C	-11	4	-7	11	/	90	-26	-1.3	16	88
COc1ccc(/C=N/Nc2nc(N3CCCC3)nc(N3CCCC3)n2)cc1O	-29	-4	3	6	/	102	-2	-1.3	-1	96
Cc1cc(Cl)ccc1NC(=S)NCc1cccs1	-4	6	4	19	0	87	-20	-5.1	-21	105
CC1CCN(S(=O)(=O)c2cn(CC(=O)N3CCN(C)CC3)c(=O)c3ccccc23)CC1	1	1	3	10	0	95	-24	-1.5	-11	90
CCCCOC(=O)CCc1nc2ccccc2[nH]1	-5	3	-16	1	-1	104	-51	1.1	2	108
c1ccc(CNc2ccc3ccccc3n2)nc1	-15	0	-12	6	-1	88	-19	-0.2	-11	90
CCNc1nc(N2CCCCC2)nc(-n2nnc(C(=O)OCC)c2C)n1	-15	3	0	30	0	98	-11	-0.4	3	95
N=c1c2c(-c3ccccc3)c(-c3ccccc3)n(Cc3ccccc3)c2ncn1CCO	-5	63*	-25	6	/	1.2*	-31	-6.8	-6	1.6*
Cc1ccc(C(=O)/C=C/C(=O)O)cc1	9	9	-2	24	-7	71	-17	-3.9	/	73
CC(=O)Nc1nc2nc(-c3ccccc3)cc(-c3ccccc3)n2n1	-6	2	-2	2	1	95	-16	-4.7	-2	75
COc1c2ccoc2c(OC[C@@H](O)C(C)(C)O)c2oc(=O)ccc12	-4	0	-6	11	/	99	-40	-1.8	/	97
Cc1cccc(NC2SC(=O)N(c3ccccc3)C2=O)c1 (centres undefined)	4	0	11	6	-1	105	-23	-0.4	-18	105
CCC1CCCCN1CCCNC(=O)CC1Oc2ccc(C)cc2NC1=O (centres undefined)	-1	0	5	15	0	91	-19	-4.0	-16	89
COC(=O)Cn1c(CCC(=O)O)ccc1-c1ccccc1	-7	3	10	16	0	80	-10	-1.0	/	74
CSc1nc2ccccc2n1Cc1cccc(F)c1	-23	10	0	15	0	67	-10	-1.1	-23	63
N#Cc1c(N)nc(SCc2ccccn2)c(C#N)c1-c1cccs1	-8	1	0	25	-1	91	-51	-0.9	-16	97
Cc1cccc(OCC(=O)NCC(=O)N/N=C/c2cccs2)c1	-1	2	-7	5	-10	104	-45	3.4	/	106
CCOC(=O)c1cccc(NC(=O)CSc2nnc(-c3ccoc3C)n2CC)c1	-2	3	3	7	1	98	7	-1.7	2	98
CSCCC(NC(=O)c1ccc(Cl)cc1)C(=O)NC(C)(C)C (centres undefined)	1	1	2	4	0	91	-40	-1.6	-12	94
CCN(CC)C(=O)COc1ccc(-c2nnc(N3CCCCC3)c3ccccc23)cc1	9	3	-7	11	-1	103	-71	-0.9	-7	93
C=CCN(CC=C)S(=O)(=O)c1ccc(NC(=S)NC(=O)c2ccco2)cc1	26	5	-9	12	-2	77	-64	-1.2	-7	85
COc1ccc(C(=O)N2CCC(C(=O)O)CC2)cc1	-8	7	-11	6	-2	96	-18	-0.9	-2	97
O=C(Cc1cn(Cc2cccc(Cl)c2)c2ccccc12)N1CCCCCC1	4	7	3	4	-9	81	-21	-1.6	8	84
CCCSc1nc2c(c(=O)n1CC)SC(C)C2 (centres undefined)	-10	4	11	93*	0	104	-80	-1.1	-5	108
CC(C)C(OC(=O)c1cccs1)C(=O)NCc1ccco1 (centres undefined)	-2	0	2	23	-2	89	-28	-3.3	-9	86
CCOC(=O)CNC(=O)CCCCCC(=O)NCC(=O)OCC	-5	3	18	8	-1	98	-33	0.5	-14	109
O=C(O/N=C\c1ccc(N2CCCCC2)c([N+](=O)[O-])c1)c1ccc(Cl)cc1Cl	-6	0	-18	6	/	95	-50	0.0	-15	91
O=C(CN1CCN(c2ccccc2)CC1)Nc1nnc(-c2ccccc2)s1	-6	11	-1	7	0	111	-34	-1.4	-3	95
CC(C)CCn1c(Sc2nc3ccccc3o2)nc2c1c(=O)[nH]c(=O)n2C	-5	7	0	6	-8	5.4*	-57	-4.8	12	3.4*
CN(C)CCCNC(=O)Cc1ccc(Br)cc1	2	4	-6	8	0	92	-3	-0.3	-12	91
O=C(Nc1ccc(Cl)c([N+](=O)[O-])c1)C(Sc1ccccc1)c1ccccc1 (centres undefined)	0	-2	11	2	-8	3.6*	-24	-4.5	/	3.2*
CCOC(=O)CSc1nc2cc3c(cc2cc1CC)OCCO3	/	6	3	11	/	98	-1	-3.9	36	91
CCOc1cc(S(=O)(=O)NC2CCCCC2)ccc1F	-18	-1	-3	5	0	73	-35	-1.6	9	69
Cn1cccc1C(=O)NC(=O)COC(=O)CNS(=O)(=O)c1ccc(Br)cc1	-3	-2	6	28	/	90	2	-2.1	1	85
COC(=O)C1=C(Nc2ccc(C)cc2)C=C(C)C(C(=O)OC)C1c1ccc(F)cc1 (centres undefined)	/	7	-3	6	/	35	-36	-4.4	1	29
O=C(C1CCCN(S(=O)(=O)c2ccccc2[N+](=O)[O-])C1)N1CCN(c2ccccc2)CC1 (centres undefined)	-6	0	-2	9	5	86	-3	-1.5	/	76
CCC1(C)Cc2c(sc3nc(SCC(=O)O)[nH]c(=O)c23)CO1 (centres undefined)	-5	0	-1	4	0	93	-9	-1.3	-10	92
COc1ccc(C(=O)Nc2ccc3nc(N4CCCCC4)cc(C)c3c2)c(OC)c1	-5	2	4	6	-10	85	-73	-0.1	-4	98
COc1cc(-c2nc3cnccn3c2Nc2ccc(C)cc2)ccc1O	-2	0	-2	5	-3	46	-43	-3.0	-4	39
Cc1ccc(S(=O)(=O)N2C=CC(C(F)(F)F)=NCC2)cc1	-7	0	1	9	-1	88	-32	-1.2	9	93
FC(F)(F)COc1nc(OCC(F)(F)F)nc(N2CCN(c3ccccc3)CC2)n1	-11	9	3	4	-2	71	-33	2.2	42	71
CCCCC(=O)Nc1cccc(C(=O)N/N=C/c2ccc(OC)cc2OC)c1	-4	1	5	4	3	105	-3	-2.7	/	106
Nc1cc(-c2nn[nH]n2)ccc1F	-13	-1	3	5	0	91	-19	-4.1	-17	89
Cc1ccc(SCC(=O)Nc2cc(C)on2)cc1	-5	1	-4	5	0	96	-54	-0.1	39	101
Cc1cccc(OCc2nc(C#N)c(NCCN(C)C)o2)c1	-6	1	4	10	0	86	-16	-3.2	-23	81
O=C1CCc2cc(S(=O)(=O)NCCC(=O)N3CCN(c4cccc(Cl)c4)CC3)ccc2N1	-6	8	11	34	/	73	0	-1.8	/	77
CCNS(=O)(=O)c1ccc(CCC(=O)NC2CCCC2)cc1	1	0	1	23	-3	101	-6	-1.9	6	98
Cc1nn(-c2nc(-c3ccco3)cc(C(F)(F)F)n2)c(C)c1Br	-2	3	-5	5	0	86	-27	-2.0	/	94
CCC(C)(C)NC(=O)C1CCN(c2nc(C)cc(C)n2)CC1	-5	5	1	42	1	103	-22	-1.5	/	97
CN(C(=O)c1ccc2c(c1)SC1=NS(=O)(=O)CCN12)C(c1ccccc1)c1ccccc1	-1	22*	-9	7	-6	81	-43	-3.5	/	77
COC(=O)c1ccc(/C=C/C(=O)c2cccc(OC)c2)cc1	-1	6	-4	6	-9	2.1*	0	-5.5	-6	1.9*
CCCCCCOC(=O)Nc1ccc(S(=O)(=O)Nc2cccc([N+](=O)[O-])c2)cc1	9	-4	-10	8	-8	80	-34	0.1	/	84
CS(=O)(=O)c1nc(-c2cccs2)cc(C(F)(F)F)n1	52*	7	38*	11	7	3.3*	-26	-4.9	19	1.3*
COc1ccc(CCNC(=O)c2cc(-c3cc(C)c(C)cc3O)n[nH]2)cc1OC	-5	7	12	7	-1	94	3	-0.4	6	94
OCCN=C1CCCc2c1[nH]c1ccc(Br)cc21	-9	2	17	17	/	91	1	5.2*	/	104
Oc1ccc(-c2nnc(-c3ccccc3)c(-c3ccccc3)n2)cc1	-2	2	-2	6	-1	87	-31	-1.0	/	73
O=C(CN1CCN(C(=O)c2ccco2)CC1)Nc1cc(C(F)(F)F)ccc1Cl	-7	3	2	3	-3	88	-31	-2.0	/	92
COc1ccc2cc3c(N)c(C(=O)N4CCCC4)sc3nc2c1	-15	1	10	4	-2	81	-1	-3.2	6	71
Nc1nnc(SCc2ccccc2)n1-c1ccccc1	/	3	6	1	/	88	-37	-1.5	-32	95

11 entries out of the list, arranged by molar mass, low to high:
SMILES	Yeast life ext	NPY-Y2 antag	GALR2 antag	Measles CPE	Phagocytosis inh	bCat KO growth	BB579 growth dn	MRP1 act	E-sel TNF inh	HCT116 PTEN-null
Cc1ccc(SCC(=O)Nc2cc(C)on2)cc1	-5	1	-4	5	0	96	-54	-0.1	39	101
Nc1nnc(SCc2ccccc2)n1-c1ccccc1	/	3	6	1	/	88	-37	-1.5	-32	95
COC(=O)c1ccc(/C=C/C(=O)c2cccc(OC)c2)cc1	-1	6	-4	6	-9	2.1*	0	-5.5	-6	1.9*
CCC(C)(C)NC(=O)C1CCN(c2nc(C)cc(C)n2)CC1	-5	5	1	42	1	103	-22	-1.5	/	97
OCCN=C1CCCc2c1[nH]c1ccc(Br)cc21	-9	2	17	17	/	91	1	5.2*	/	104
CS(=O)(=O)c1nc(-c2cccs2)cc(C(F)(F)F)n1	52*	7	38*	11	7	3.3*	-26	-4.9	19	1.3*
CCNS(=O)(=O)c1ccc(CCC(=O)NC2CCCC2)cc1	1	0	1	23	-3	101	-6	-1.9	6	98
COc1ccc2cc3c(N)c(C(=O)N4CCCC4)sc3nc2c1	-15	1	10	4	-2	81	-1	-3.2	6	71
O=C(CN1CCN(C(=O)c2ccco2)CC1)Nc1cc(C(F)(F)F)ccc1Cl	-7	3	2	3	-3	88	-31	-2.0	/	92
CN(C(=O)c1ccc2c(c1)SC1=NS(=O)(=O)CCN12)C(c1ccccc1)c1ccccc1	-1	22*	-9	7	-6	81	-43	-3.5	/	77
O=C1CCc2cc(S(=O)(=O)NCCC(=O)N3CCN(c4cccc(Cl)c4)CC3)ccc2N1	-6	8	11	34	/	73	0	-1.8	/	77
